USP1-UAF1 inh – USP1/UAF1 (human) deubiquitinase inhibition; O94782; recombinant USP1/UAF1, Ub-Rhodamine cleavage fluorescence; Potency, µM (series often up to 57.1 µM), for inactives: top-dose activity change, negative = inhibition, hits mostly inhibitors; 0.23% of 390,000 active; AID 743255; also: % is scaled to controls: 0 for no effect and ±100 for the full control effect; nearly all actives have a fitted effect of over 60% in size; inactives centre near -12
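High-throughput fluorogenic screen: 1nM USP1/UAF1 complex, Ub-Rho substrate 150nM final, 50mM HEPES pH 7.8 with 0.5mM EDTA, 0.1 mg/ml BSA, 1mM TCEP and 0.01% Tween-20.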
12-LOX inh – ALOX12 (human) lipoxygenase inhibition; AID 1671190; purified 12hLO, xylenol orange hydroperoxide absorbance; Potency, µM (highest dose often 108 µM), inactives show at the highest dose activity change, negative = inhibition, hits mostly inhibitors; 1.1% of 580,000 active; also: % is scaled to controls: 0 for no effect and ±100 for the full control effect
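Purified human 12hLO at 150 nM in 25 mM Hepes, 0.01% Triton X-100, pH 7.0, preincubated 15 min at room temperature with compound. Reaction started with 40 uM arachidonic acid, 30 min at room temperature. Hydroperoxide measured by Fe-xylenol orange, 573/405 nm absorbance ratio.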
TrxR1 substrate – is turned over as a substrate by rat TrxR1; O89049; purified TrxR1 substrate turnover, NADPH consumption readout; 0.01% of 390,000 active; Potency, µM (top dose mostly 114 µM), inactives show top-dose activity change, negative = substrate turnover; also: % is scaled to controls: 0 for no effect and ±100 for the full control effect; nearly all actives have a fitted effect of over 50% in size
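Rat TrxR1, dispensed at 90 nM, was prereduced with 400 uM NADPH (final) for 5 min at ~22 deg C, then incubated with compound 15 min before 400 uM selenite. A first-read NADPH fluorescence drop versus no-compound background flagged substrates.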
Vif-APOBEC3G blk – blocks the Vif interaction with human APOBEC3G | Potency, µM (top dose mostly 46.1 µM), for inactives: top-dose activity, negative = active, hits mostly inhibitors | Q9HC16 | HeLa A3G-eYFP + Vif (tagged APOBEC3G with the HIV-1 protein that degrades it), YFP fluorescence, overnight | 0.076% of 410,000 active;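 also: % is scaled to controls: 0 for no effect and ±100 for the full control effect; nearly all actives have a fitted effect of over 60% in size; hits raise eYFP signal because A3G escapes Vif-driven loss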
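HeLa cells stably expressing Vif and C-terminally eYFP-tagged A3G, seeded overnight at 37 deg C, then exposed to compound by pintool overnight at 37 deg C. Rise in yellow fluorescence (Ex 488/Em 500-530, Acumen) marks blocked Vif-driven A3G degradation.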
RGS4 inhibitor – human RGS4 inhibition. P49798. Transcreener GDP fluorescence polarization, RGS4-accelerated GTP hydrolysis. Potency, µM (highest dose often 114 µM), for inactives: at the top dose activity change, negative = inhibition, actives largely listed as inhibitors. 0.039% of 390,000 active; also: % is scaled to controls: 0 for no effect and ±100 for the full control effect; nearly all actives have a fitted effect of over 75% in size; some results filed as inactive show a strong effect at the top dose
Target sequence (P49798 whole entry, looked up): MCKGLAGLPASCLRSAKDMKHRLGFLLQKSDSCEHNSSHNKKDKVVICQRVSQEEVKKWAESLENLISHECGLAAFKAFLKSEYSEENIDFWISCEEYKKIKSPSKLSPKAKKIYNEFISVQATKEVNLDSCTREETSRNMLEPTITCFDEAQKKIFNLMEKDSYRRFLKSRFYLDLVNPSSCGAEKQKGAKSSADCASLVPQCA
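MLSMR compounds (23 nl, pin-transferred) preincubated 10 min at room temperature with a 500nM (2x) first reagent, then RGS4 at 900nM (2x) plus Transcreener GDP mix added; fluorescence polarization (620/688 nm) read before and after 90 min at 30 °C.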
RXFP1 agonist – RXFP1 (human) receptor agonism | AID 2676 | Q9HBX9 | Potency, µM (doses to about 57.5 µM), inactives show at the top dose activation, most hits filed as activators | 0.3% of 370,000 active | HEK293T-RXFP1 cAMP TR-FRET, 30 min; response scale: percent of porcine relaxin response, buffer zero; also: % is scaled to controls: 0 for no effect and ±100 for the full control effect; nearly all actives have a fitted effect of over 60% in size; many of its hits are not listed in these tables
Target sequence (Q9HBX9 whole entry, looked up): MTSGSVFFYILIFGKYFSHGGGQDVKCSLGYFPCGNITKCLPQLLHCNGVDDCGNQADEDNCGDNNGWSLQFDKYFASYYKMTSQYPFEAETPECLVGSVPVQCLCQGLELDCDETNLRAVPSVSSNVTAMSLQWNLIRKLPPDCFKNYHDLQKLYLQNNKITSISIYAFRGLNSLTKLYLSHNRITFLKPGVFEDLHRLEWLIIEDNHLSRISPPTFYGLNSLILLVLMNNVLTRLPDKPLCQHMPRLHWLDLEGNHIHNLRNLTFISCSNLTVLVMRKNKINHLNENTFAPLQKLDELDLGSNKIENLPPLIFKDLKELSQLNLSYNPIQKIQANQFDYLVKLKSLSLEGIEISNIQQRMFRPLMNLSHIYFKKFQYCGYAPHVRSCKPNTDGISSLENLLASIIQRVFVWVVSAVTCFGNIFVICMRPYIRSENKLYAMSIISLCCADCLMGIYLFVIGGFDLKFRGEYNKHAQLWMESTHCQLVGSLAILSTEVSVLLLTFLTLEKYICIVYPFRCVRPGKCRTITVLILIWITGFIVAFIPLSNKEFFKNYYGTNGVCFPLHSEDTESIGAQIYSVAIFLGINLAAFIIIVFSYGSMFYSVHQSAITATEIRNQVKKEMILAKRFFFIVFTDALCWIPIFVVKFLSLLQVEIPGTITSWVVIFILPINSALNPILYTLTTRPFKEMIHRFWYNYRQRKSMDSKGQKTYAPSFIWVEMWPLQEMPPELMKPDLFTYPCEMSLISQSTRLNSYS
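HEK293T cells stably expressing RXFP1 were pretreated with the PDE4 inhibitor Ro 20174, exposed to compounds for 30 min at 37C, lysed, and cAMP was read by TR-FRET. Data normalized to buffer (basal) and 29 nM porcine relaxin (100%).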
Vif-A3F inh – Vif-A3F binding inhibition; Potency, µM (top dose mostly 46.1 µM), inactives show top-dose activity, negative = active; 0.2% of 390,000 active; HeLa A3F-eYFP + Vif (tagged APOBEC3F with the HIV-1 protein that degrades it), YFP fluorescence increase; also: % of control where 0% means no effect; nearly all actives have a fitted effect of over 65% in size
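HeLa cells stably expressing A3F-eYFP plus Vif, plated and incubated overnight at 37 deg C, then exposed to compounds overnight at 37 deg C. Blocked degradation read as raised yellow fluorescence (Ex 488/Em 500-530).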
TrxR1 inh – rat TrxR1 inhibition | O89049 | recombinant rTrxR1, NADPH fluorescence consumption, selenite substrate | Potency, µM (highest dose often 114 µM), without a hit: at the top dose activity change, negative = inhibition, usual class: inhibitors | 1% of 390,000 active | AID 588453; also: % is scaled to controls: 0 for no effect and ±100 for the full control effect; nearly all actives have a fitted effect of over 65% in size
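Rat TrxR1 (90 nM in the dispensed reagent) was pre-reduced with 400 uM NADPH for 5 min at room temperature, then incubated with compound for 15 min. After 400 uM selenite was added, NADPH fluorescence (Ex 340/Em 450 nm) was followed for 8 min.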
mIDH1 inhibitor – blocks human mutant IDH1 R132H enzyme; 0.093% of 390,000 active; IDH1-R132H enzyme, NADPH consumption, diaphorase/resazurin fluorescence; Potency, µM (titrated, usually from 76.6 µM), inactives show at the top dose activity change, negative = inhibition, hits mostly inhibitors; also: % is scaled to controls: 0 for no effect and ±100 for the full control effect; nearly all actives have a fitted effect of over 65% in size
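IDH1-R132H (0.5 ug/mL dispensed) in pH 7.5 Tris buffer was preincubated 30 min with compound, then given a substrate mix of 0.016 mM NADPH and 2 mM alpha-KG for 80 min at room temperature; remaining NADPH was read by diaphorase/resazurin fluorescence.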
The depositor's hits bear a star; i = inactive; ? = inconclusive; . = not tested or not shown; & = joins results of further samples; [ ] = another dose, or the depositor's remark. Calls follow the shape of the dose curve; as a rule, active = well fitted curve in the direction sought with a large enough effect; inconclusive = small, poorly fitted or top-dose-only effect, or another doubt; inactive = no such curve, though single readings can be large; an effect the other way counts as inactive or inconclusive. Potency is read from the fitted curve at half-maximal effect. Not all compounds are listed, so the mix of outcomes need not match the whole.

Molecule,12-LOX inh,Vif-APOBEC3G blk,Vif-A3F inh,USP1-UAF1 inh,RXFP1 agonist,TrxR1 substrate,mIDH1 inhibitor,RGS4 inhibitor,TrxR1 inh
Cc1ccc(C(=O)COC(=O)CCCC(=O)NC2CCCCC2)cc1[N+](=O)[O-],-5%,-2%,1%,-12%,0.6%,1%,3%,-7%,4%
CC(NC(=O)CNC(=S)N(Cc1ccccc1)Cc1cccnc1)c1ccccc1 (stereo not given),-3%,-1%,0%,-15%,2.1%,7%[57.1 µM],0%,-11%,4%[57.1 µM]
Cc1ccc(C)c(N2CCN(CCCNC(=O)c3ccc4nc(C(C)C)oc4c3)CC2)c1,?,7%,-4%,-17%,3.6%,6%[57.1 µM],-13%,3%,21%[57.1 µM]
CCNC(=S)NCc1ccc2[nH]c(C)cc2c1,?,0%,-6%,-24%,3.1%,14%[57.1 µM],7%,-16%,12%[57.1 µM]
Cn1cccc1Cc1nnc(SCC(=O)Nc2ccc(F)cc2)n1-c1ccc(F)cc1,394%[activator],0%,-4%,-17%,0.7%,7%[57.1 µM],10%,?,9%[57.1 µM]
COc1ccc(Cc2nc3ccc(C(=O)N4CCCC4)cc3o2)cc1,0%,1%,-7%,-3%,-0.5%,-2%,0%,18%,20%
COc1ccc(NC(=O)COC(=O)c2cc3c(s2)CCC3)cc1,.,-4%,5%,0%,1.2%,2%,0%,3%,14%
O=C(/C=C/c1ccc(F)cc1)NCCCn1ccnc1,-4%,1%,-18%,-18%,-0.8%,-7%,-4%,34%,4%
COc1ccc(CCNC(=O)C(=O)NCC2CCCO2)cc1 (stereo not given),i,-4%,-23%,-14%,-0.7%,-7%,12%,-28%,-2%
Cn1c2ccc(Cl)cc2c2nc3ccccc3nc21,0%[57.4 µM],10%,-17%,-11%,2.4%,2%,5%,-17%,14%
CC1=C(C(=O)O)N2C(=O)C(NC(=O)c3c(F)cccc3F)C2SC1 (stereo not given),?,0%,6%,-3%,0.6%,-4%,4%,-43%,-20%
CNc1oc(-c2ccc(OCc3ccccc3)cc2)nc1C#N,-23%,0%,-16%,1%,-1.4%,7%,3%,3%,-11%
CC(CCc1ccccc1)NC(=O)CN1CCN(c2ccccc2)CC1 (stereo not given),-23%,2%,0%,0%,0.7%,-2%,0%,3%,8%
Brc1c(CSc2nncc3ccccc23)nc2ccccn12,-98%,-6%,-6%,?,5.4%,11%[57.1 µM],6%,-11%,26%[57.1 µM]
Cc1csc(CNC(=O)CC2C(=O)NCCN2Cc2ccc(F)cc2Cl)n1 (stereo not given),6%,-1%,4%,-25%,0.3%,3%,0%,1%,?
O=C(Nc1cccc(S(=O)(=O)C(F)F)c1)c1ccc(S(=O)(=O)N2CCCCC2)cc1,-15%,0%,1%,-7%,-0.3%,-9%,6%,2%,20%[57.1 µM]
CCCN(CCC)CCCNC(=O)CN1C(=O)CSc2ccc(S(=O)(=O)N3CCOCC3)cc21,6%,1%,-1%,-18%,-0.2%,0%,-2%,-11%[56.9 µM],?
COc1cccc(NC(=O)CN2C(=O)CSc3ccc(S(=O)(=O)N4CCC(C)CC4)cc32)c1,1%,-4%,-1%,-24%,0.1%,-3%,-2%,7%,22%
N#Cc1c(OCC(=O)c2ccccc2)nc2c(c1-c1ccco1)CCc1ccccc1-2,?,-2%,-7%,-23%,3.3%,27%[57.1 µM],10%,-34%,-14%[57.1 µM]
NC(=O)NC(=O)C(OC(=O)CCNS(=O)(=O)c1ccccc1)c1ccccc1 (stereo not given),?,-1%,7%,-6%,-1.2%,0%,-5%,1%,8%
COCCn1c(SCC(=O)N2CCc3ccccc32)nc2c(c1=O)SC(C)C2 (stereo not given),18%,-2%,2%,-19%,2.0%,2%[57.1 µM],5%,0%,15%[57.1 µM]
COc1ccccc1NC(=O)c1c(NCc2sccc2C)sc2c1CCCCC2,?,-6%,?,4%,5.0%,4%[57.1 µM],-2%,?,?
CCCc1nnc(NC(=O)CSc2ncn[nH]2)s1,?,1%,1%,-24%,1.4%,-4%,-2%,7%,-8%
CN1c2cccc3cccc(c23)N(C)C1c1cccs1,?,-1%,-5%,?,0.7%,-1%[57.1 µM],7%,-37%,9%[57.1 µM]
COc1ccc(NC(=O)c2ccc([N+](=O)[O-])o2)cc1,2%,-16%,?,-19%,5.6%,-1%,7%,-8%,?
O=C(O)c1ccccc1-c1ccccc1C(=O)Nc1ccc2c(c1)[nH]c(=O)c1ccccc12,-11%,0%,12%,?,-2.1%,-21%[57.1 µM],-10%,1%,8%[57.1 µM]
O=C(Cn1cnc2ccccc2c1=O)c1ccc(OC(F)F)cc1,-26%,-2%,-3%,-15%,2.5%,-3%,14%,3%,5%
CCSC1=NC2(CCN(C(=O)NC3CCCCC3)CC2)N=C1c1ccc(Cl)cc1,7%,-10%,1%,6%,-0.4%,-7%,2%,13%,-21%
COc1cc(C(=O)Nc2ccc3nc4n(c(=O)c3c2)CCCCC4)cc(OC)c1OC,-7%&-13%,-8%&0%,3%&0%,-30%&-6%,2.8%&0.9%,2%&-6%,-9%&-14%,-21%[56.9 µM],18%&-2%
CC1(C)OC(=O)C(=NNc2ccccc2)C(=O)O1,-1%,-3%,0%,-19%,2.3%,-11%,4%,-45%,-2%
CCc1ccc(OCC(=O)Nc2nnc(C3CCCC3)s2)cc1,-19%,-1%,2%,-9%,-0.2%,-5%,-14%,18%,-6%
COCCCNS(=O)(=O)c1cc2c3c(c1)C(C)C(=O)N3CCC2 (stereo not given),-15%,-6%,-3%,-4%,3.3%,-3%,2%,-12%,-5%
O=C(NCCN1CCOCC1)c1cc(-c2ccc(Cl)cc2)on1,1%,0%,-3%,6%,2.5%,-8%,4%,8%,-12%
C[C@H](NC(=O)c1nc[nH]c1C(=O)N[C@@H](Cc1ccccc1)C(=O)OCc1ccccc1)C(=O)OCc1ccccc1,8%,3%,0%,-23%,-0.3%,3%,-1%,-6%,27%
C/C(=N\NC(=O)Nc1ccccc1)c1ccc2ccccc2c1,-7%,0%,-1%,-6%,0.3%,2%[57.1 µM],8%,-5%,-7%[57.1 µM]
O=c1c(Cl)nc2cc(Cl)ccc2n1CCNc1ncc(C(F)(F)F)cc1Cl,.,3%,-7%,-16%,8.1%,5%,1%,-2%,14%
C=CCN(Cc1cn(C)nc1-c1cccc(Cl)c1)C1CCS(=O)(=O)C1 (stereo not given),?,-1%,-3%,-24%,4.2%,4%,1%,-13%,-17%
O=C(CN1C2=NCCN2c2ccccc21)c1ccco1,0%,0%,8%,-8%,0.1%,-6%,-1%,-12%,-3%
COc1ccccc1OCCC(=O)Nc1ccc2c(c1)OCO2,-1%,2%,2%,-20%,.,0%,-5%,-4%,11%
CC(=O)c1c(C)nc2nonc2c1N,0%,0%,1%,-15%,3.3%,18%,-1%,10%,0%
COc1ccc(NC(=S)Nc2ccc(F)cc2)cc1,-4%,1%,-7%,-19%,-2.1%,-1%,11%,-20%,-15%
COc1ccc(-n2c(=O)c3ccccc3n(CC(=O)NCc3ccco3)c2=O)cc1,5%,-6%,-29%,3%,-1.5%,0%,-2%,-21%,?
COc1ccc(NC(=O)CS(=O)CC(=O)Nc2ccc(OC)c(OC)c2)cc1 (stereo not given),0%,-6%,-3%,-8%,0.1%,-4%,3%,22%,8%
CC(=O)c1c(C)[nH]c(C(=O)OCC(=O)c2ccc(Br)cc2)c1C,-6%,-3%,-6%,-23%,.,.,11%,.,.
O=C(Nc1cccc(-c2ccc3nncn3n2)c1)C(F)(F)F,20%,-7%,-1%,-24%,2.7%,-1%,-8%,-9%,5%

Arranged by heavy-atom count (ascending): part of the list above.
Molecule,12-LOX inh,Vif-APOBEC3G blk,Vif-A3F inh,USP1-UAF1 inh,RXFP1 agonist,TrxR1 substrate,mIDH1 inhibitor,RGS4 inhibitor,TrxR1 inh
CCc1ccc(OCC(=O)Nc2nnc(C3CCCC3)s2)cc1,-19%,-1%,2%,-9%,-0.2%,-5%,-14%,18%,-6%
O=C(Nc1cccc(S(=O)(=O)C(F)F)c1)c1ccc(S(=O)(=O)N2CCCCC2)cc1,-15%,0%,1%,-7%,-0.3%,-9%,6%,2%,20%[57.1 µM]
Cn1cccc1Cc1nnc(SCC(=O)Nc2ccc(F)cc2)n1-c1ccc(F)cc1,394%[activator],0%,-4%,-17%,0.7%,7%[57.1 µM],10%,?,9%[57.1 µM]

The list goes on:
Molecule,12-LOX inh,Vif-APOBEC3G blk,Vif-A3F inh,USP1-UAF1 inh,RXFP1 agonist,TrxR1 substrate,mIDH1 inhibitor,RGS4 inhibitor,TrxR1 inh
COc1cc(C2C3C(=O)N(c4ccccc4)C(=O)C3ON2c2ccccc2)cc(OC)c1OC (stereo not given),27%,0%,8%,-18%,1.6%,11%[57.1 µM],5%,-7%,13%[57.1 µM]
S=C(Nc1ccccc1)Nc1ccc(Cl)cn1,.,1%,-5%,-2%,0.1%,6%,-4%,-40%,?
O=C(Nc1ccc(N2CCOCC2)nc1N1CCOCC1)c1cccc(C(F)(F)F)c1,-29%,1%,10%,-17%,-0.2%,8%[57.1 µM],7%,-1%,11%[57.1 µM]
Cc1nc(SCC(=O)N(C)C2(C#N)CCCCC2)c2ccccc2n1,81%[activator],-13%,?,-8%,20%,0%,3%,-13%,12%
O=C(CCCN1Cc2ccccc2C1)c1ccc(F)cc1,-6%[57.4 µM],-1%,-1%,-5%,2.2%,13%[57.1 µM],4%,-2%,-1%[57.1 µM]
